Jurkat NFkB inh – inhibitors of induced NF-kB luciferase reporter, primary screen, TCR NF-kB activation inhibitor project, cell-based, luminescence, uHTS; inhibition, % at 4 µM; 330,000 tested, 0.53% active; Jurkat, PMA/ionomycin-induced NF-kB luciferase reporter
Apaf-1 inh – inhibitors of human Apaf-1 apoptosome, primary screen, biochemical, DEVD-Rh110 fluorescence, uHTS; Apoptotic protease-activating factor 1 (Homo sapiens), O14727; 330,000 tested, 0.71% active; inhibition, % at 20 µM; AID 489030, 2010; reconstituted apoptosome caspase-3 activity; active = inhibition of at least 40% at 20 µM;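 note: plate controls were DMSO wells for no effect and DEVD-CHO caspase inhibitor wells for full effect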
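Medium: Hepes buffer, pH 7.5 / System: biochemical Apaf-1 apoptosome reconstitution / Measured by: Rh110 fluorescence, excitation 480 nm, emission 540 nm / Times: compound with Apaf-1, dATP, procaspase-3 30 min, then 50 min reaction, room temperature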
697 NFkB inh – inhibitors of PMA/ionomycin-induced NF-kB reporter, 697 cells, primary screen, B-cell NF-kB inhibitor project, cell-based, luminescence, uHTS. 697 B-cell NF-kB luciferase reporter, 16 h. inhibition, % at 4 µM. 330,000 tested, 0.33% active. AID 435022, 2010; in the data active = inhibition above about 35%
UBC13 inh – UBC13 polyubiquitin chain formation inhibitors, primary screen, biochemical, TR-FRET, uHTS; inhibition, % at 20 µM; 330,000 tested, 0.47% active; AID 485273, 2010; in the data active = inhibition above about 45%, passing the limit was not always enough
Target sequence (P61088 whole entry, looked up): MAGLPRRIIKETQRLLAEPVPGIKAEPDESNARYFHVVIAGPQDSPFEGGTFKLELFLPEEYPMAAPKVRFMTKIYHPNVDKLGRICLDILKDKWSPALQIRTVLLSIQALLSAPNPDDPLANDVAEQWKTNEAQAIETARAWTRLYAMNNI
CCR6 antag – CCR6 receptor antagonists, primary screen, cell-based, CHO-K1, luminescence, beta-arrestin, uHTS; CHO-K1 CCR6 PathHunter beta-arrestin, CCL20-stimulated; 340,000 tested, 0.49% active; C-C chemokine receptor type 6 (Homo sapiens), P51684; inhibition, % at 20 µM;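 active = compounds whose inhibition of the agonist-driven luminescence signal at 20 µM reaches about 50%, limit read from the data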;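 note: cells stimulated with CCL20 at 14 nM final; plate controls were DMSO with CCL20 for no effect and DMSO without agonist for full effect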
Gli-Sufu antag – Gli-Sufu pathway antagonists, primary screen, luciferase luminescence, Sufu-KO-LIGHT cells, uHTS; Sufu-KO-LIGHT fibroblasts, Gli luciferase reporter luminescence; inhibition, % at 5 µM; 340,000 tested, 0.74% active;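 active = inhibition above about 55%, limit read from the data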;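 note: 0% = DMSO-treated cells and 100% = wells with medium but no cells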
EBI2 antag – EBI2 receptor antagonists, beta-arrestin recruitment, primary screen, cell-based, luminescence, 7a,25-OHC stimulation, uHTS | 360,000 tested, 0.81% active | G-protein coupled receptor 183 (Homo sapiens), P32249 | 7a,25-OHC stimulated | AID 651636, 2012 | inhibition, % at 5 µM; in the data active = inhibition above about 38%;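 note: enzyme fragment complementation signal reports receptor beta-arrestin coupling in cells; 0% = agonist plus DMSO wells and 100% = wells without agonist; some results beyond the cut were filed as inactive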
Target sequence (P32249 whole entry, looked up, the tested form may be a part): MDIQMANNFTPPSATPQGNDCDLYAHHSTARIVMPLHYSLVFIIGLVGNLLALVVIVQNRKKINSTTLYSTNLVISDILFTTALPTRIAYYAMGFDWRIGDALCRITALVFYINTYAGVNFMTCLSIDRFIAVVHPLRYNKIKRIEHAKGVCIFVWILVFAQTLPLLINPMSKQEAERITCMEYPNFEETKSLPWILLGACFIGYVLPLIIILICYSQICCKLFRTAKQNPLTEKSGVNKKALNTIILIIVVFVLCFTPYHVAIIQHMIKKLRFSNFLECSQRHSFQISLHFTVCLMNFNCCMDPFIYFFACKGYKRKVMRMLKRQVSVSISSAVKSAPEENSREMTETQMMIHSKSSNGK
SENP8 block – SENP8 protease inhibitors, primary screen, biochemical, luminescence; AID 2540, 2010; 330,000 tested, 1.2% active; purified SENP8, Z-RLRGG-aminoluciferin cleavage; inhibition, % at 10 µM; Sentrin-specific protease 8 (Homo sapiens), Q96LD8
Target sequence (Q96LD8 whole entry, looked up): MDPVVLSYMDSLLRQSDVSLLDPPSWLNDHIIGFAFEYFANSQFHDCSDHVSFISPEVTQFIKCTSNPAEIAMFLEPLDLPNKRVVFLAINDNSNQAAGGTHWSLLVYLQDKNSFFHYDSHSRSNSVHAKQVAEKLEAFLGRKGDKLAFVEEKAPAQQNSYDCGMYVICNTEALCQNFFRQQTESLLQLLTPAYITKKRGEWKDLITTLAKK
Starred values were filed as active, the others as inactive; . = not tested or not shown. Cut-off read from the data, not from the text of the source, unless noted: active = inhibition above about 50%; inactive = the rest.

SMILES | Jurkat NFkB inh | Apaf-1 inh | 697 NFkB inh | UBC13 inh | CCR6 antag | Gli-Sufu antag | EBI2 antag | SENP8 block
Cc1ccc2c(c1)C1CN(C)CCC1N2C(=S)NC(=O)c1ccc(Cl)cc1Cl (stereo not given) | -1 | -24 | 14 | 3 | 15 | -1 | 2 | 0
COc1ccc(NC(=O)CN2CCN(c3ccccc3F)CC2)cc1 | -5 | -5 | 11 | 4 | 13 | 3 | 9 | -4
CCOC(=O)C1=C(CSc2nc(-c3ccccc3)ccc2C#N)OC(N)=C(C#N)C1c1ccccc1 (stereo not given) | -53 | 18 | -22 | -1 | 19 | -2 | 16 | -2
CC(C(=O)N1CCN(c2ccccc2)CC1)c1ccc([N+](=O)[O-])cc1 (stereo not given) | 17 | 3 | 15 | 4 | 18 | 8 | 3 | -6
CCC(=O)N1CCc2cc(S(=O)(=O)N(C)c3ccc(Br)cc3)ccc21 | 5 | 10 | 2 | -2 | 13 | 1 | 11 | 5
COC(=O)/C=C1/SC(=NC(=O)c2ccc(F)cc2)NC1=O | -5 | -9 | 1 | -13 | 12 | 7 | -10 | -9
O=[N+]([O-])c1cccc(Oc2cnccn2)c1 | 10 | 0 | 0 | 6 | -5 | -7 | 5 | 5
CCn1c2ccccc2c2cc(NC(=O)c3ccccc3[N+](=O)[O-])ccc21 | 5 | -1 | -23 | -4 | 12 | 16 | 17 | -4
CCOC(=O)N1CCC(N2Cc3cccc(C(=O)O)c3C2=O)CC1 | -9 | -4 | 7 | -1 | -1 | 7 | -8 | 4
COc1cc2c(cc1OC)[C@@H](NC(=O)c1ccc(C(F)(F)F)cc1)[C@H](OCc1ccccc1)C2 | . | 27 | 2 | . | 35 | 0 | 4 | .
O=C(O)c1nn(CCOc2cccc(Cl)c2)c(=O)c2ccccc12 | 1 | -11 | -14 | 5 | 16 | 24 | 9 | -2
COc1ccc(CCNC(=O)COc2ccc(C)nc2[N+](=O)[O-])cc1 | 3 | -13 | 5 | -2 | 9 | -4 | 10 | 0
O=C(Nc1ccccc1)c1ccc(COc2ccccc2)cc1 | -41 | -13 | 10 | -6 | -11 | -48 | 2 | -9
Cc1ccc(OCC(=O)NCCNC(=O)c2cnccn2)cc1 | 0 | 3 | -4 | 1 | -3 | -16 | -18 | 0
CCOC(=O)Cc1cc(=O)n2[nH]c(C)c(-c3ccccc3)c2n1 | -16 | 1 | 11 | 10 | -7 | -5 | -6 | 9
O=C(OC1CCOC1=O)c1cccc(S(=O)(=O)Nc2ccc(F)cc2)c1 (stereo not given) | -2 | 11 | -14 | -11 | 5 | 6 | 0 | 3
O=C(c1ccc(S(=O)(=O)Nc2cccc(C(F)(F)F)c2)cc1)N1CCC1 | 2 | 8 | -2 | 2 | 7 | 6 | -7 | -2
COc1ccccc1N1CCN(Cc2cc(=O)c(OCC(=O)NC3CCCC3)co2)CC1 | 13 | 1 | 5 | 2 | -3 | 1 | -5 | 7
O=CNc1ccc(S(=O)(=O)NCc2ccccc2)cc1 | 7 | -5 | 12 | 10 | 13 | -1 | -3 | -2
CCOc1ccc(NC(=O)Cc2ccc(S(=O)(=O)N3CCOCC3)s2)cc1OCC | 7 | 4 | 16 | -1 | 9 | -2 | -6 | -9
COc1ccc(NC(=O)C2(N(CC(C)C)C(=O)Cn3nnnc3N)CCCCC2)cc1 | 1 | 7 | -3 | -2 | -8 | 1 | -7 | -10
Cc1nsc(Nc2ccc([N+](=O)[O-])cc2)c1C#N | 4 | -2 | -32 | -17 | 56* | 33 | 23 | -8
Cc1ccc(NC(=O)Cn2ccc([N+](=O)[O-])n2)cc1Cl | 8 | -9 | 7 | 17 | 6 | 0 | -10 | 10
CC1=C(C(=O)Nc2ccc(Cl)cc2C(=O)N2CCC(C(N)=O)CC2)SCCO1 | -20 | 9 | -35 | -2 | -3 | 14 | 2 | 1
Cc1ccc2c(Cl)c(C(=O)NCC(c3ccco3)N3CCCC3)sc2c1 (stereo not given) | -21 | 27 | -35 | 8 | 20 | 27 | 5 | -9

Later entries:
SMILES | Jurkat NFkB inh | Apaf-1 inh | 697 NFkB inh | UBC13 inh | CCR6 antag | Gli-Sufu antag | EBI2 antag | SENP8 block
CC(C)n1cnc2c(NCc3ccccc3)cc(N[C@H](C)CO)cc21 | -15 | 97* | -10 | -29 | 1 | 1 | -16 | 81*
Brc1ccc(NC(c2ccccc2)c2ccncc2)cc1 (stereo not given) | 11 | 1 | 13 | 0 | 1 | 0 | 2 | 1
CCN1C(=O)CSC1=Nc1ccc(C(=O)O)cc1 | -10 | -8 | 6 | 1 | 7 | -10 | -2 | -3
O=C(NCCCN1CCOCC1)C1CCN(S(=O)(=O)c2cccc(C(F)(F)F)c2)CC1 | -7 | 3 | 5 | 7 | 11 | 4 | 0 | -5
O=C(NN1C(=O)C2C3C=CC(C4CC34)C2C1=O)c1cccc(Br)c1 (stereo not given) | 5 | -5 | 9 | 2 | 11 | 0 | -3 | -1
C=CCNC(C(=O)Nc1cccc(OC)c1)c1ccccc1 (stereo not given) | -22 | 43* | -3 | 0 | -5 | 7 | 2 | -4
C=CCNC(=O)c1ccc(N(Cc2ccc(Cl)cc2)S(C)(=O)=O)cc1 | -4 | 5 | 0 | 1 | 5 | 5 | -11 | 16
CC(=O)Nc1cccc2c1C(=O)N(c1cccc(C)c1)C2=O | -3 | 6 | 7 | -8 | 3 | -2 | -13 | -13
Cc1onc(-c2c(F)cccc2Cl)c1C(=O)NC(=S)NCc1cccnc1 | 1 | -11 | -6 | 12 | 12 | 0 | 11 | -10
O=C(O)c1ccccc1C(c1ccc(O)cc1)c1ccc(O)cc1 | -7 | 11 | -6 | -3 | 7 | -23 | -1 | -5
CCOC(=O)c1ccc(N2C=C(C(=O)OC)C(c3ccc(OC)c(O)c3)C(C(=O)OC)=C2)cc1 | -7 | 20 | -22 | -6 | 7 | 4 | 28 | -9
CC(=O)Nc1ccc2c(c1)nc(CN1CCCC1)n2C | 7 | 4 | 16 | 5 | 1 | 5 | 2 | 2
COc1ccc(OC)c(CN(CCN2CCOCC2)C(=O)Nc2cccc(Cl)c2)c1 | 5 | 4 | 2 | -5 | -4 | 2 | 1 | -15
COC(=O)c1cncc(O)c1 | -8 | 0 | 2 | -3 | 8 | -11 | 0 | -3
CC(=O)c1sc(NC(=O)c2cc(-c3ccccc3)nn2-c2ccccc2)nc1C | -5 | 3 | -14 | 3 | 13 | 14 | 22 | -10
CCOC(=O)CCn1nnc(N)n1 | -15 | -20 | -4 | 0 | -1 | 5 | -6 | -3
O=C(NCc1ccccc1)c1onc(CSc2nc3ccccc3[nH]2)c1C(=O)NCc1ccccc1 | 10 | 14 | -4 | 0 | 9 | -10 | 20 | -3
Cc1ccc(S(=O)(=O)N/N=C\c2cc3c(cc2Br)OCO3)cc1 | 10 | 0 | 7 | 4 | 11 | 2 | -2 | -1
COc1ccc(CC(=O)NC(C)c2nnc(SCC(=O)Nc3cc(C)ccc3OC)n2C)cc1 (stereo not given) | -14 | 3 | -17 | -13 | -8 | 23 | -10 | -10
COC(=O)CNC(=O)C(NC(=O)OCc1ccccc1)C(C)C (stereo not given) | -2 | -9 | -7 | 6 | 4 | -3 | -4 | -2
COC(=O)c1ccc(COc2ccc(/C=N/O)cc2)o1 | -10 | -8 | 11 | 10 | 3 | -11 | 17 | 2
CCn1c(CSc2nc3ccccc3s2)nnc1SCC(=O)c1ccc(O)cc1O | -12 | -14 | -23 | -3 | -1 | 8 | 16 | 4
CC(C(O)C12CC3CC(CC(C3)C1)C2)N1CCCCC1 (stereo not given) | 7 | -8 | 8 | 2 | 12 | -4 | -16 | 2
COc1cccc(CC(=O)OCC(=O)NCc2ccc3c(c2)OCO3)c1 | 7 | -6 | 15 | 12 | 1 | 12 | 6 | 6
CN(CCOc1ccccc1)CC(O)COCc1ccccc1F (stereo not given) | 18 | -3 | 5 | 2 | 12 | 10 | -1 | 0

The results go on.
SMILES | Jurkat NFkB inh | Apaf-1 inh | 697 NFkB inh | UBC13 inh | CCR6 antag | Gli-Sufu antag | EBI2 antag | SENP8 block
CCOC(=O)N1CCN(C(=O)c2ccc(CS(=O)(=O)c3ccccc3OC)o2)CC1 | 12 | -5 | 1 | -2 | -15 | -2 | -16 | 4
CCOC(=O)c1ccc(NC(=S)N2CCCC(C(=O)OCC)C2)cc1 (stereo not given) | -9 | 1 | -1 | -5 | -6 | 6 | 4 | 4
CCSc1nnc(CSc2ncccn2)n1C | 3 | -1 | 18 | 7 | -4 | 2 | 0 | 1
CCOCC(=O)Nc1ccc([N+](=O)[O-])cc1Cl | -14 | 4 | -8 | -14 | -2 | -12 | 3 | -7
CC(OC(=O)Cc1n[nH]c(=O)c2ccccc12)C(=O)Nc1cccc([N+](=O)[O-])c1 (stereo not given) | 14 | -16 | 8 | 18 | 12 | -5 | 7 | 1
CCn1c(/C=C/Nc2ccccc2)[n+](CC)c2cc(Cl)c(Cl)cc21 | 70* | 14 | -11 | 8 | 38 | 66* | 21 | 0
S=C(NC1CCCCC1)NN1CCOCC1 | 1 | -5 | 5 | 7 | -5 | -5 | -5 | 5
COc1ccc(C(=O)NCC(=O)OCC(=O)N2N=C(c3ccc(Cl)cc3)CC2c2ccco2)cc1OC (stereo not given) | -20 | 36 | -4 | -5 | 5 | 2 | 3 | -6
CC1=NOC(=O)/C1=C/c1ccc(O)c(Cl)c1 | 0 | -1 | 16 | -152 | 41 | 0 | -9 | 5
O=C(CN1CCOCC1)Nc1ccc(S(=O)(=O)N2CCCCCC2)cc1 | 0 | -18 | 19 | 13 | -1 | -5 | -9 | 0
Cc1cc2c(cc1S(N)(=O)=O)S(=O)(=O)CCC2 | 1 | -7 | 10 | 15 | 8 | 1 | 0 | 8
O=C1OC[C@H]2CCCN2C(=O)[C@@H](CC(=O)N(CCO)Cc2ccccc2)C/C=C\C[C@@H]1Cc1ccc(F)cc1 | 9 | 13 | 19 | -2 | -5 | -4 | 3 | 0
Cc1ccc(C2=NS(=O)(=O)N(C)C(C(=O)NCc3ccccc3)=C2)cc1 | 3 | 3 | 11 | -4 | 11 | 0 | -3 | 9
O=C(CCS(=O)(=O)Cc1ccccc1F)NCCCN1CCCCC1 | -3 | 16 | 28 | 3 | -1 | -5 | 6 | -1
O=C(NCCn1ccc2ccccc21)c1cccc([N+](=O)[O-])c1 | 3 | 1 | -4 | 1 | 11 | 0 | -8 | -1
Cc1cc(C)n2nc(-c3ccccc3)c(-c3ccccc3)c2n1 | 8 | 6 | 10 | 27 | 29 | 3 | 5 | 1

Looked up by structure from the list above, five records:
SMILES | Jurkat NFkB inh | Apaf-1 inh | 697 NFkB inh | UBC13 inh | CCR6 antag | Gli-Sufu antag | EBI2 antag | SENP8 block
COc1ccc(C(=O)NCC(=O)OCC(=O)N2N=C(c3ccc(Cl)cc3)CC2c2ccco2)cc1OC (stereo not given) | -20 | 36 | -4 | -5 | 5 | 2 | 3 | -6
S=C(NC1CCCCC1)NN1CCOCC1 | 1 | -5 | 5 | 7 | -5 | -5 | -5 | 5
Cc1cc(C)n2nc(-c3ccccc3)c(-c3ccccc3)c2n1 | 8 | 6 | 10 | 27 | 29 | 3 | 5 | 1
CCOC(=O)c1ccc(NC(=S)N2CCCC(C(=O)OCC)C2)cc1 (stereo not given) | -9 | 1 | -1 | -5 | -6 | 6 | 4 | 4
Cc1ccc(C2=NS(=O)(=O)N(C)C(C(=O)NCc3ccccc3)=C2)cc1 | 3 | 3 | 11 | -4 | 11 | 0 | -3 | 9

Bioassay records from PubChem.

Some of the compounds tested. The share of hits here may be higher or lower than overall.
